MT1-MMP act inh – blocks activation of human MT1-MMP; P50281; HT1080 RFP-PRO-GFP cells, GFP/RFP ratio fluorescence, overnight; percent of plate control window, DMSO zero; GFP/RFP ratio change, % at 20 µM; hit rate 0.061% among 360,000; AID 651647;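 active = GFP/RFP ratio change of at least 30% with cell ATP level not reduced by more than half and red fluorescence within 50% of control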; note: strong numbers were not always called active
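Test system: HT1080 cells expressing an RFP-PRO-GFP fluorescent reporter construct / Compound dosing: single-point 20 µM compound, 1% DMSO / Schedule: cells overnight before dosing, compound overnight, 37 °C, 5% CO2 / Evaluation: GFP/RFP fluorescence ratio / Control set: DMSO and RFP-L50D-GFP cell wells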
MLLE-PAM2 inh – inhibitors of microRNA-mediated deadenylation, human PABP1 MLLE binding | P11940 | GST-MLLE / FITC-PAM2 fluorescence polarization | inhibition, % at 20 µM | hit rate 0.36% among 360,000; in the data active = inhibition above about 35%, passing the limit was not always enough;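 note: plate controls were DMSO wells with GST-MLLE for no effect and wells lacking GST-MLLE protein for full effect; some results filed as inactive read as strong as hits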
FAS-TE inh – FAS thioesterase (human) inhibition; recombinant FAS-TE, OMFH fluorogenic substrate, fluorescence endpoint; inhibition, % at 15 µM; hit rate 0.67% among 360,000;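 active = compounds whose normalised, plate-corrected inhibition of enzyme fluorescence in the single-dose primary screen is 50% or more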;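 note: 0% = DMSO with enzyme and 100% = substrate without enzyme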
NadD inh – NadD (S. aureus) enzyme inhibition; purified NadD enzyme, colorimetric absorbance read-out; hit rate 0.78% among 360,000; AID 602399; inhibition, % at 20 µM; in the data active = inhibition above about 26%; note: some compounds past the cut are filed as inactive
Rin1 Abl inh – inhibitors of human Rin1-Abl protein interaction; hit rate 0.4% among 360,000; P00519+Q13671; AID 588664; inhibition, % at 7.35 µM; TR-FRET Rin1/Abl binding, biochemical; in the data active = inhibition above about 5%, passing the limit was not always enough
CSN deneddyl inh – CSN deneddylation inhibition; Q92905; Purified CSN, SCF-Nedd8-OG deneddylation, fluorescence polarization; inhibition, % at 12.5 µM; hit rate 0.38% among 360,000; AID 651999;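 active = pattern-corrected inhibition above about 35%, with an unprinted fluorescence ratio check between 0.5 and 1.5, limit read from the data, passing the limit was not always enough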;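 note: 0% = enzyme with substrate and 100% = substrate without enzyme; some results filed as inactive read as strong as hits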
Target sequence (Q92905 whole entry, looked up, one chain of several): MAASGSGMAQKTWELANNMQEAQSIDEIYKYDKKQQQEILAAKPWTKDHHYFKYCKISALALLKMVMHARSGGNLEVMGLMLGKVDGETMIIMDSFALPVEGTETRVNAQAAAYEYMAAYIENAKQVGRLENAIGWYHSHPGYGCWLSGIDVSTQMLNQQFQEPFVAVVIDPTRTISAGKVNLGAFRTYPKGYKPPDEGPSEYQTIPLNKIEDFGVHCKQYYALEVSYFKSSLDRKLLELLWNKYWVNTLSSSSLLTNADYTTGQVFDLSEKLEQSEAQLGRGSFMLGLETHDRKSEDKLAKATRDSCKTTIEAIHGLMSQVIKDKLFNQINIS
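Assay system: purified human Csn5 enzyme expressed in HEK293T cells; measure: % inhibition; also added: SCFSkp2-Nedd8OG substrate at 10 nM final; technique: fluorescence polarization; times: reaction 90 min, room temperature; medium: Tris buffer pH 7.5, NaCl, DTT, Tween-20, trehalose, ovalbumin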
Rpn11 block – inhibitors of human proteasome Rpn11; O00487; human 26S proteasome, Ub4-pepOG fluorescence polarization; 20S core pre-blocked with epoxomicin; calls only at 20 µM; hit rate 0.59% among 360,000; AID 588493;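 active = inhibition at 20 µM, scaled to each plate's controls, above about 33%, limit read from the data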
Target sequence (O00487 whole entry, looked up): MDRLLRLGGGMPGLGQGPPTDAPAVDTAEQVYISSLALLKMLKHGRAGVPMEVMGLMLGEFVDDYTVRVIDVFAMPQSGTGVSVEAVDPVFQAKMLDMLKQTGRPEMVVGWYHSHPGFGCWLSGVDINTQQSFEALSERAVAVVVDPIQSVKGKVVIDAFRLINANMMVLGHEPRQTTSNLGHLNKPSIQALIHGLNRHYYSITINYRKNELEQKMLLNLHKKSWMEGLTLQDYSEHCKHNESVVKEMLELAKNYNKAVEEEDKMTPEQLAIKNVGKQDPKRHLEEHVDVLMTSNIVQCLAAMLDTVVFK
SKN-1 inh – blocks SKN-1 activity in C. elegans | C. elegans VP596 Pgst-4::GFP/RFP ratio, acrylamide-induced, 24 h | inhibition, % at 21.8 µM | hit rate 0.49% among 360,000 | AID 624304;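 active = interference check ratio from 0.5 to 1.5 plus GFP to RFP signal ratio inhibition reaching or exceeding a fixed threshold, cut at about 30% in these data, passing the limit was not always enough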; note: some compounds called inactive have numbers as strong as hits
Neddyl block – inhibitors of human cullin neddylation. P61081+Q13564. TR-FRET cullin neddylation, biochemical. calls only at 25 µM. hit rate 0.58% among 360,000; in the data active = inhibition above about 36%
* marks the source's active call; other numbers are inactive results; i = inactive; x = no result given.

entry	smiles	MT1-MMP act inh	MLLE-PAM2 inh	FAS-TE inh	NadD inh	Rin1 Abl inh	CSN deneddyl inh	Rpn11 block	SKN-1 inh	Neddyl block
1	COc1cccc(/C=N/Nc2cc(-n3nc(C)cc3-c3ccccc3)ncn2)c1O	-2.2	2.6	36.7	29.4	-5.4	11.8	i	3.4	i
2	CCOC(=O)c1[nH]c2ccccc2c1NC(=O)c1ccc(S(=O)(=O)N(C)C)cc1	1.4	-7.1	5.0	11.2	-0.8	-8.1	i	7.2	i
3	COc1ccc(CNC(=O)c2c(N)n(CCCN3CCOCC3)c3nc4ccccc4nc23)cc1	-1.4	-3.8	19.9	-3.2	-6.4	2.0	i	35.5*	x
4	CN(C)c1ccc(/C=N/N=C(N)N)cc1[N+](=O)[O-]	0.7	-32.7	-3.4	-5.4	-10.5	-3.5	i	-2.4	i
5	O=c1c2ccccc2c(/C=N/n2cnnc2)c(O)n1-c1ccccc1F	-1.9	6.0	-6.1	17.5	0.1	4.4	i	10.0	x
6	O=C(OCc1cccc([N+](=O)[O-])c1)c1ccc[nH]c1=O	-1.9	8.4	-3.8	-4.6	0.0	6.5	i	0.9	i
7	CCN(c1cccc2ccccc12)S(=O)(=O)c1ccc(Cl)nc1	0.0	-11.1	20.6	-5.5	1.8	-0.5	i	-3.3	i
8	NS(=O)(=O)c1ccc(CCNC(=O)COC(=O)CCc2ccccc2)cc1	-2.0	-8.2	-7.7	-10.0	1.1	-0.9	i	3.6	i
9	CC(C)NC(=O)CC(c1ccccc1)c1cc(Br)ccc1O (configuration not stated)	-3.4	-10.1	4.6	4.4	1.9	0.3	i	2.0	i
10	CCc1nc(NCCc2ccccn2)c2nnn(Cc3ccccc3F)c2n1	0.4	7.2	-0.4	-3.1	1.2	5.3	i	-2.2	i
11	CCn1c(Cc2ccccc2)nnc1SCc1ccc([N+](=O)[O-])cc1	-0.5	-2.7	6.8	-1.9	4.4	0.8	i	4.7	i
12	CCN(CC)CCOc1ncnc2c1oc1ccccc12	0.6	-2.8	-9.6	4.8	-0.7	-1.5	i	-8.6	i
13	Cc1ccccc1NC(=O)COC(=O)c1ccc2nc(C)c(C)nc2c1	0.6	-3.2	-3.6	0.6	2.4	-8.2	i	14.3	i
14	CCCCn1c(CNC(=O)C23CC4CC(CC(C4)C2)C3)nnc1SCC(=O)Nc1nnc(C)s1	1.8	-0.8	-4.1	3.6	-1.7	0.8	i	-7.1	i
15	CC(C)C(NC(=O)c1c(F)cccc1F)C(=O)N1CCN(S(=O)(=O)c2ccc(F)cc2)CC1 (configuration not stated)	-5.7	7.9	0.2	-4.9	0.2	-1.6	i	-13.3	i
16	O=C(Nc1ccc2c(c1)OCCO2)c1ccc(Cl)c(S(=O)(=O)N2CCCCC2)c1	4.2	5.2	19.8	-1.9	3.8	-3.2	i	4.1	i
17	O=C(NC1CCCCC1)C(c1cccnc1)N(C(=O)c1csnn1)c1ccc(F)cc1 (configuration not stated)	2.4	13.0	-5.0	-5.9	2.0	-0.2	i	-5.0	i
18	Cc1ccc2cc3cc(C(=O)NC4CCCCC4)oc3nc2c1	-2.6	4.1	10.4	-3.0	-2.9	-4.2	i	19.4	x
19	O=C(Cc1cn2ccsc2n1)Nc1ccccn1	2.9	-6.4	-3.5	4.4	0.0	2.4	i	7.7	i
20	O=[N+]([O-])c1cccc(/C=C/c2ccccn2)c1	0.2	4.5	5.8	-3.8	-2.5	1.0	i	35.8*	i
21	Cc1cc2ccccc2n2c(SCC(=O)NCc3cccs3)nnc12	1.0	-5.8	-0.5	3.4	1.0	1.4	i	3.8	i
22	Cc1ccc(N(C(=O)CCCC(=O)Nc2ccccn2)C(C(=O)NC2CCCC2)c2ccc(O)cc2)cc1C (configuration not stated)	-5.7	4.5	2.7	-2.0	1.9	-5.3	i	-8.1	i
23	CSc1ccc(-c2nc3cnccn3c2Nc2ccc3c(c2)OCO3)cc1	1.0	1.1	26.8	6.6	2.4	3.5	i	3.4	x
24	Cc1cccc(N(Cc2cc3cc(C)ccc3[nH]c2=O)C(=O)c2cccs2)c1	-8.6	3.4	5.5	5.7	2.7	-4.2	i	-5.6	i
25	O=C(NCCNc1ccccc1[N+](=O)[O-])c1ccccc1F	2.6	-5.8	1.3	3.3	-10.1	-2.7	i	14.3	i
26	Nc1nc(-c2ccccc2)nc2sc3c(c12)CCCC3	4.4	2.6	16.1	-3.0	-0.4	-3.3	i	22.1	x
27	Cn1c(=O)c2c(-c3ccccc3)n(-c3ccccc3Br)cc2n(C)c1=O	-5.6	4.7	5.2	-8.6	-0.7	-0.8	i	14.8	i
28	Cc1nn(-c2cccc(Cl)c2)c2nc(C(F)(F)F)[nH]c(=O)c12	-1.6	12.5	-1.3	4.5	-2.9	3.7	i	11.7	i
29	COc1ccc(C(c2nnnn2Cc2ccccc2)N2CCN(c3nc4ccccc4s3)CC2)cc1 (configuration not stated)	-18.3	3.5	32.9	11.0	2.4	-2.0	i	26.7	i
30	CCCCn1c(SCC(=O)N2CCN(c3ccccc3)CC2)nc2ccsc2c1=O	1.4	-15.9	10.7	-0.7	-1.9	3.0	i	2.1	i
31	O=c1ccc(Oc2nc(N3CCCCC3)nc(N3CCCCC3)n2)n[nH]1	-2.8	-9.4	-3.6	-3.3	4.1	5.3	i	-9.7	i
32	COc1cc(C(=O)N/N=C/c2sccc2C)cc(OC)c1OC	16.5	7.5	-5.3	-0.3	-2.0	0.0	i	-5.3	i
33	COc1cccc(/C=N/Nc2nccnc2Cl)c1O	-4.3	-5.3	10.9	-4.1	-7.0	-0.7	i	3.9	i
34	COc1cc(NC(C)CCc2ccccc2)cc(OC)c1OC (configuration not stated)	2.9	1.3	1.1	2.1	0.2	-0.7	i	7.0	i
35	CCNC(=O)C1(C)CCCN(C(=O)c2ccc(F)c(C)c2)C1 (configuration not stated)	4.4	-4.7	-3.6	0.9	-0.7	-4.2	i	-5.5	i
36	Nc1nc2c(ccc3ccccc32)s1	3.9	14.0	-1.6	-2.7	-3.5	-1.3	i	12.3	i
37	N#C/C=C1/NC(=O)c2ccccc2S1	-6.7	5.1	-5.8	26.8	-0.6	-2.1	i	8.7	i
38	CCCNS(=O)(=O)c1ccc(CCC(=O)N2CCCC2)cc1	-0.9	-4.3	-7.6	-1.3	1.6	-0.7	i	10.9	i
39	C=CCNC(=O)c1cnc2n(c1=O)CCS2	4.5	2.9	-3.2	-0.2	4.0	0.2	i	4.3	i
40	CC1CCN(c2oc(-c3ccco3)nc2S(=O)(=O)c2ccccc2)CC1	-6.1	-7.5	16.2	-5.7	1.4	3.0	i	3.4	i
41	CCCCN1C=C(C(=O)OC)C(c2ccccc2C(F)(F)F)C(C(=O)OC)=C1	5.1	-6.5	-0.1	-1.8	-3.1	2.4	i	17.2	i
42	Cc1ccc(S(=O)(=O)CCC(=O)Nc2nc3c(s2)CCCC3)cc1	-0.8	-15.2	-2.2	-0.8	-0.1	2.1	i	-20.1	i
43	O=c1c2ccccc2oc2ccc(NCCCN3CCOCC3)cc12	-15.9	1.4	-22.0	-3.0	-9.9	-0.6	i	5.6	i
44	Cc1ccc(-c2cc(C(=O)N3CCN(C(=O)c4ccco4)CC3)no2)cc1	-0.8	-3.8	-0.2	-3.8	1.4	2.7	i	20.8	i
45	Cc1ccc(-c2nc(SCC(=O)NCC3CCCO3)c(-c3ccccc3)[nH]2)cc1 (configuration not stated)	-8.8	11.1	6.1	2.9	-0.4	0.7	i	-2.5	i
46	O=C(N/N=C/c1ccccc1[N+](=O)[O-])C(=O)N1CCCC1	0.6	-3.2	-6.3	-8.9	-4.2	8.6	i	-5.8	i
47	Cc1ccc(CCNC(=O)C2CC(c3ccccc3C(F)(F)F)=NO2)cc1 (configuration not stated)	6.6	-3.1	4.0	-5.8	1.0	-5.5	i	6.1	i
48	CC(=O)CC1=NC(C)(C)Cc2ccccc21	-1.4	6.9	-3.6	2.5	5.3	-2.5	i	-1.1	i
49	Cc1ccccc1C(=O)Nc1ccc2c(C#N)c3nc4ccccc4nc3n2c1	2.0	0.3	-5.2	13.3	-5.5	-13.6	i	35.8*	i
50	O=C(Nc1nc(-c2ccccc2)cs1)C1CCCCN1S(=O)(=O)c1ccccc1 (configuration not stated)	-17.4	1.3	28.7	2.6	5.2	2.2	i	-12.1	i
51	Cc1ccc2cc(NC(=O)c3cccc(F)c3)ccc2n1	3.1	2.5	-4.1	2.0	-1.2	-1.4	i	6.4	i
52	COc1ccc2ccccc2c1/C=N/NC(=O)c1cccc(Br)c1	1.5	-15.3	10.9	14.1	-0.7	-5.1	i	16.9	i
53	COC(=O)C1=C(C)N(c2ccc(Cl)cc2)/C(=C/c2cccs2)C1=O	-3.0	-23.1	-7.5	5.2	-1.7	6.0	i	-0.6	i
54	CCOC(=O)C1CCCN(S(=O)(=O)CCNC(=O)c2ccc(F)cc2)C1 (configuration not stated)	-2.7	-9.1	-4.4	-3.8	0.8	-5.9	i	5.4	i
55	O=C(COC(=O)COc1ccc(Br)cc1)NC1CCCCCC1	0.7	-6.5	-6.9	-1.8	1.4	-3.9	i	2.9	i
56	COC(=O)c1nn(C23CC4CC(CC(C4)C2)C3)c2c1C(=O)N(c1ccc(Br)cc1)C2=O	-0.6	0.5	36.1	20.8	-1.8	1.4	i	19.8	i

Entries listed so far that have a CF3 group:
entry	smiles	MT1-MMP act inh	MLLE-PAM2 inh	FAS-TE inh	NadD inh	Rin1 Abl inh	CSN deneddyl inh	Rpn11 block	SKN-1 inh	Neddyl block
28	Cc1nn(-c2cccc(Cl)c2)c2nc(C(F)(F)F)[nH]c(=O)c12	-1.6	12.5	-1.3	4.5	-2.9	3.7	i	11.7	i
41	CCCCN1C=C(C(=O)OC)C(c2ccccc2C(F)(F)F)C(C(=O)OC)=C1	5.1	-6.5	-0.1	-1.8	-3.1	2.4	i	17.2	i
47	Cc1ccc(CCNC(=O)C2CC(c3ccccc3C(F)(F)F)=NO2)cc1 (configuration not stated)	6.6	-3.1	4.0	-5.8	1.0	-5.5	i	6.1	i
